PKA-R2B activ: PKA-R2B complex activation | PKA-R2B holoenzyme dissociation, Cy5-IP20 fluorescence polarization; R2B truncated from residue 108, S112A mutant; 0% DMSO only, 100% 113 µM cGMP | P22694+P31323 | activation, % at 11.4 µM | 0.079% of 340,000 active | AID 504700;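 active = activation above a cutoff set at the mean over all compounds plus 3 SD, cut at about 18% in these data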;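 also: higher means more holoenzyme dissociation and a rise in polarization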
PfHsp90 set2: inhibits growth of yeast expressing Plasmodium falciparum Hsp90 | S. cerevisiae expressing PfHsp90, BacTiter-Glo ATP, 48 h; yeast lacking PDR1 and PDR3 efflux regulators | inhibition, % at 9.4 µM | 0.32% of 310,000 active | AID 504621;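 active = every replicate shows inhibition above about 80%, whatever the replicate mean, limit read from the data; inconclusive = mean inhibition reaches the set limit but some replicate falls short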;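 also: 0% = DMSO neutral controls and 100% = 20 µM radicicol positive controls; yeast relying on Plasmodium falciparum Hsp90 in place of its own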
OPRM1-OPRD1 inv: inverse agonists of human mu-delta opioid receptor heterodimerization. P35372+P41143. AID 504357. cell-based MOR-DOR heterodimer luminescence, inverse agonism. inhibition, % at 9.3 µM. 0.21% of 340,000 active; in the data active = inhibition above about 22%, passing the limit was not always enough;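 also: 0% = cells with DMSO and 100% = wells without cells with DMSO; values of inactives mirror those of a sister screen read the other way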
Target sequence (P35372 whole entry, looked up): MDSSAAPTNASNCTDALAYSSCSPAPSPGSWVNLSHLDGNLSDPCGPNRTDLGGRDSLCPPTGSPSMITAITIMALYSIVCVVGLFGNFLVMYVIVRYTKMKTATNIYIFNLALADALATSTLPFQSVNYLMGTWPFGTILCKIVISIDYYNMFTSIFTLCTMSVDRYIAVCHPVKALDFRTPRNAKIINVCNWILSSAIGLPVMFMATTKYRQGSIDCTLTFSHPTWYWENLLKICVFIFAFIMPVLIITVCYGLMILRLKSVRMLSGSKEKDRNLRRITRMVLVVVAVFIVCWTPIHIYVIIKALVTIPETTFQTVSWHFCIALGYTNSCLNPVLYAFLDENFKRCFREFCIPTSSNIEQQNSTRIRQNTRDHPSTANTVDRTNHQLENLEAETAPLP
Target sequence (P41143 whole entry, looked up): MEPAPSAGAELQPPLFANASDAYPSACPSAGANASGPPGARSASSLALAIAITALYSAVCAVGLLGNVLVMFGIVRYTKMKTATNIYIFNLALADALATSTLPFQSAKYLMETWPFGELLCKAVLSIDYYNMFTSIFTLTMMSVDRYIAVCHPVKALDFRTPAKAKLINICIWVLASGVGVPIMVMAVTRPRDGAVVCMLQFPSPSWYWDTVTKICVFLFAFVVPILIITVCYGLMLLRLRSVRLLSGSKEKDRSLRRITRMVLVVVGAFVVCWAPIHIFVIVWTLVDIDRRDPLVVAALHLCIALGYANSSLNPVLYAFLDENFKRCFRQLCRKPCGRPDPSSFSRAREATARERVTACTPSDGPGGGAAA
PKA-R1A act: activates the PKA-R1A holoenzyme complex; P00514+P68181; PKA-R1A dissociation, Cy5-IP20 fluorescence polarization; scaled: DMSO 0%, 113 µM cGMP 100%; activation, % at 11.4 µM; 0.083% of 340,000 active; AID 504707;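 active = percent activation above the mean of all tested compounds plus 3 SD, cut at about 19% in these data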;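 also: higher means more PKAc released from R1A so a rise in polarization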
E coli growth: bacterial growth inhibition, counter-screen for AddAB inhibitors | E. coli V3065 growth, OD600 absorbance, 18 h | 0.27% of 330,000 active | inhibition, % at 11.9 µM;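 active = inhibition above the campaign's mean inhibition across all tested compounds plus 3 SD, cut at about 9.9% in these data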;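 also: uninfected addAB+ strain grown without phage in ampicillin broth; 0% = DMSO wells and 100% = ciprofloxacin 0.95 µg/ml wells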
Tat export inh: blocks Tat-dependent protein export in E. coli; inhibition, % at 10 µM; E. coli MC4100 TorA-mCherry Tat export, fluorescence; 0.036% of 340,000 active;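 active = mean replicate inhibition at least 50% and at least half of replicates individually reaching 50%; inconclusive = only one of the two criteria met; inactive = neither criterion met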;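 also: exported cargo escapes ClpAP degradation while cytoplasmic cargo is degraded and loses fluorescence; 0% = median of neutral control wells and 100% = median of NaSCN control wells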
AddAB inh: less growth of phage-infected E. coli with AddAB. E. coli expressing H. pylori AddAB, absorbance growth. inhibition, % at 11.9 µM. 0.29% of 330,000 active; in the data active = inhibition above about 12%;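 also: 0% = vehicle wells of infected cells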
OPRM1-OPRD1 ag: OPRM1-OPRD1 heterodimerization agonism | activation, % at 9.3 µM | 0.3% of 340,000 active | cells, luminescence | P35372+P41143 | AID 504326; in the data active = activation above about 18%;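 also: 0% = vehicle-treated cells and 100% = reference agonist; values of inactives mirror those of a sister screen read the other way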
phage Ecoli inh: E. coli growth loss with phage present; growth absorbance; inhibition, % at 11.9 µM; 0.26% of 360,000 active; in the data active = inhibition above about 11%
HTR5A inv ctr: inverse agonist of human HTR5A in OPRM1-OPRD1 counter-screen. P47898. HTR5A cell line, luminescence, inverse agonism. inhibition, % at 9.3 µM. 0.083% of 340,000 active; in the data active = inhibition mostly above about 23%, no sharp cut-off; inactive = mostly below about 18%;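 also: 0% = cells with DMSO and 100% = no-cell wells with DMSO; some compounds called inactive have numbers as strong as hits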
Mot1-301 SUMO: inhibitors of SUMOylation pathway: yeast Mot1-301 growth rescue | growth rescue, % at 18.8 µM | 1% of 320,000 active | S. cerevisiae Mot1-301 growth rescue, ATP luminescence, 38.5C; percent above DMSO median, 100 means doubled;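 active = every valid replicate shows activation above 250% relative to neutral control wells; inactive = the rest, any valid replicate at or below 250%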;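 also: OY570 slx delta 5 strain wells were the positive control but not used for scaling; some compounds called inactive have numbers as strong as hits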
* marks the source's active call; other numbers are inactive results; ? = inconclusive; · = not tested or not shown.

SMILES	PKA-R2B activ	PfHsp90 set2	OPRM1-OPRD1 inv	PKA-R1A act	E coli growth	Tat export inh	AddAB inh	OPRM1-OPRD1 ag	phage Ecoli inh	HTR5A inv ctr	Mot1-301 SUMO
O=C(NCC1CCN(C(=O)c2ccc([N+](=O)[O-])cc2)CC1)C(=O)Nc1ccccc1	-1	6	3	2	1.0	3	-2.5	-0.6	4.3	-8	-11
COCCNC(=S)N/N=C(\C)c1ccc(OC)cc1	4	-3	4	-5	1.2	13	1.0	-0.8	3.1	-4	50
CCCCN(C(=O)CSCC(=O)Nc1cccc(C)c1)c1c(N)n(CCCC)c(=O)[nH]c1=O	-2	-3	10	-6	0.3	-5	0.0	-1.9	1.0	-14	19
NC(=O)CSC1=Nc2ccccc2C2=NC(CCC(=O)NCc3ccc(F)cc3)C(=O)N12 (stereo not drawn)	-2	6	10	0	0.3	8	3.4	-1.9	1.7	-2	4
CCC(C)(C)n1nnnc1C(c1cccc(C#N)c1)N1CCN(c2cc(C)ccc2C)CC1 (stereo not drawn)	5	4	7	-3	2.0	1	4.5	-1.3	2.5	4	313
C=CC[n+]1c(-c2ccc(C)cc2)csc1NNC(=O)Nc1ccccc1	-9	-22	-9	-20	-1.1	1	-1.8	1.6	0.5	-27	21
O=C(C1=COCCO1)N1CCN(S(=O)(=O)c2cccc(F)c2)CC1	-2	5	-2	6	-1.0	0	0.2	0.5	-0.9	9	-9
O=C(NCCCN1CCN(c2ccccc2F)CC1)C1CCN(S(=O)(=O)c2cccs2)CC1	-5	3	6	2	0.0	-2	-0.7	-1.1	2.8	-14	-12
N#Cc1c(C(F)(F)F)cc(-c2ccccc2)nc1SCCN1CCOCC1	-2	2	-10	3	-2.2	1	1.9	1.7	1.1	8	-3
CSCCC(NC(=O)C12CC3CC(CC(C3)C1)C2)C(=O)OCC(=O)c1ccc(Cl)cc1 (stereo not drawn)	2	7	-21	-7	-0.7	32	3.4	3.4	2.8	-17	-10

Overlap with the part before: six entries; new compounds follow.
SMILES	PKA-R2B activ	PfHsp90 set2	OPRM1-OPRD1 inv	PKA-R1A act	E coli growth	Tat export inh	AddAB inh	OPRM1-OPRD1 ag	phage Ecoli inh	HTR5A inv ctr	Mot1-301 SUMO
CCC(C)(C)n1nnnc1C(c1cccc(C#N)c1)N1CCN(c2cc(C)ccc2C)CC1 (stereo not drawn)	5	4	7	-3	2.0	1	4.5	-1.3	2.5	4	313
C=CC[n+]1c(-c2ccc(C)cc2)csc1NNC(=O)Nc1ccccc1	-9	-22	-9	-20	-1.1	1	-1.8	1.6	0.5	-27	21
O=C(C1=COCCO1)N1CCN(S(=O)(=O)c2cccc(F)c2)CC1	-2	5	-2	6	-1.0	0	0.2	0.5	-0.9	9	-9
O=C(NCCCN1CCN(c2ccccc2F)CC1)C1CCN(S(=O)(=O)c2cccs2)CC1	-5	3	6	2	0.0	-2	-0.7	-1.1	2.8	-14	-12
N#Cc1c(C(F)(F)F)cc(-c2ccccc2)nc1SCCN1CCOCC1	-2	2	-10	3	-2.2	1	1.9	1.7	1.1	8	-3
CSCCC(NC(=O)C12CC3CC(CC(C3)C1)C2)C(=O)OCC(=O)c1ccc(Cl)cc1 (stereo not drawn)	2	7	-21	-7	-0.7	32	3.4	3.4	2.8	-17	-10
O=C(NCC1CCCO1)C(=O)N/N=C/c1ccc(OCc2ccccc2Cl)cc1 (stereo not drawn)	9	-19	10	7	-1.1	-4	3.0	-1.8	2.0	-11	6
CC(C)OC(=O)CC1C(=O)NCCN1C(=S)NC(=O)c1ccccc1 (stereo not drawn)	5	17	12	6	0.5	-8	-0.2	-2.3	3.2	9	-10
O=C1CCCCN1CCC(=O)N1CCCC(Nc2ccc(F)c(F)c2)C1 (stereo not drawn)	-1	6	7	1	2.5	-3	2.1	-1.3	0.2	1	135
CC(=O)Nc1ccc(S(=O)(=O)NNC(=S)NCC2CCCO2)cc1 (stereo not drawn)	-12	-4	19	9	-1.2	-3	-2.2	-3.6	0.7	3	-7
CN(C)c1ccc(C2OC(=O)C(C)(C)C(=O)C2(C)C)cc1 (stereo not drawn)	3	-20	2	-11	0.2	-6	-0.9	-0.4	4.4	8	206
O=C1CSC(c2ccc([N+](=O)[O-])cc2)N1c1ccccc1 (stereo not drawn)	0	-6	16	-11	-1.1	4	0.7	-3.6	1.9	1	-10
C=CCN1C(=O)S/C(=C/c2ccsc2)C1=O	0	-52	-1	4	-0.8	-11	0.2	0.2	2.8	3	115
CCC1Sc2ccc(S(=O)(=O)CCC(=O)N3CCc4ccccc43)cc2NC1=O (stereo not drawn)	-1	-15	6	-7	0.9	0	3.2	-1.2	0.5	-6	-3
O=C(NCCS(=O)(=O)N1CCCCCC1)c1ccc(F)cc1	2	12	10	-5	-0.5	2	-0.3	-1.5	1.5	8	-3
Cc1ccc(C(=O)NNC(=O)c2ccc(Br)s2)cc1S(=O)(=O)N1CCOCC1	3	·	7	-2	0.9	1	1.8	-1.7	1.1	-2	-3
O=C(NCc1ccccn1)C1CCN(S(=O)(=O)N2CCC3(CC2)OCCO3)CC1	1	-25	0	-1	0.3	-11	-0.8	0.1	3.4	-17	-25
O=C(c1cccc(Br)c1)N1CCN(C(=O)N2CCCCC2)CC1	-2	-27	2	0	2.4	-4	-0.4	-0.5	-0.6	17	-9
CSc1ccc(CN2CCCC(N3CCN(c4ccccc4)CC3)C2)cc1 (stereo not drawn)	2	22	-15	-2	0.5	-6	4.2	2.9	-0.4	-28	-11
O=C(Nc1ccccc1)c1cc([N+](=O)[O-])ccc1N1CCCCC1	-5	·	6	-3	0.9	3	-1.1	-1.1	2.7	-1	16
CC1CCCN(C(=O)Cn2c3ccccc3c3nc4n(c(=O)c32)CCS4)C1 (stereo not drawn)	3	12	10	-20	-0.1	5	0.6	-1.5	2.1	-14	-4
COc1ccc2sc(-c3ccccc3OC)c(-c3ccc(OCCN(C)C)cc3)c2c1	-4	19	-7	-6	-3.4	-2	-2.3	1.5	1.8	-2	·
Cc1cccc(Nc2ncnc3onc(-c4cccc(Cl)c4)c23)c1C	-10	-51	-29	0	-0.5	2	3.9	5.1	3.1	5	-15
O=C(COC(=O)c1ccc(F)c(S(=O)(=O)N2CCOCC2)c1)Nc1ccc2[nH]c(=O)[nH]c2c1	5	-15	7	2	-1.8	-5	1.9	-1.8	-1.6	2	-14
COCc1nc2oc3ccc(F)cc3c(=O)c2cc1C(=O)OC	-3	6	12	2	·	12	·	-2.5	1.0	-6	14
Cc1ccc(NC(=O)CSc2n[nH]c(C)c2[N+](=O)[O-])cc1C	3	-2	8	5	5.8	-7	7.7	-1.4	6.9	1	10
Cn1cccc1Cc1nnc(SCC(=O)NCC2CCCO2)n1-c1ccc(F)cc1 (stereo not drawn)	1	-6	6	12	2.6	16	4.8	-1.2	2.3	-6	-13
C/C(=N\NC(=O)CSCc1ccc(Cl)cc1)c1ccc(NC(=O)c2ccccc2)cc1	-5	29	1	3	-0.3	5	-0.7	-0.2	0.5	-17	-8
COc1ccc(OC)c(NC(=O)c2ccc(CSc3nnc(C)s3)cc2)c1	-6	6	-9	-2	0.5	4	4.4	2.0	3.5	-18	3
CCCS(=O)(=O)N1CCC(C(=O)NCc2ccccc2Cl)CC1	0	1	10	-5	7.2	-5	12*	-1.6	6.2	-2	-17
COC(=O)c1[nH]c2c(c1C)C(=O)CC(c1cccs1)C2 (stereo not drawn)	-5	-7	7	-4	4.6	10	4.3	-1.5	2.6	12	22
Cc1cc(C)cc(Nc2nc3ccccc3c(=O)[nH]2)c1	-4	-4	-64	-5	1.3	-2	4.5	13	6.2	-9	11
COc1ccc(/C=C/C(=O)NC(=S)NCC2CCCO2)cc1 (stereo not drawn)	-20	-31	4	-4	3.0	10	1.2	-0.8	3.8	8	·
O=c1cc(CN2CCN(c3ccccc3)CC2)nc2scc(-c3ccccc3)n12	10	27	2	5	-0.4	1	0.3	-0.5	1.7	18	186
COc1ccc(C(C)(C)C)cc1NC(=O)CCN1C(=O)C2CCCCC2C1=O (stereo not drawn)	2	4	-14	-6	-1.9	-4	0.5	3.5	-2.1	-13	-29
O=C(O)c1cc(S(=O)(=O)Nc2ccc(N3CCCCC3)cc2)ccc1Cl	-4	12	5	-14	-0.9	21	-0.9	-1.0	4.4	7	-4

One compound at a time, as listed above. Values in the order: PKA-R2B activ	PfHsp90 set2	OPRM1-OPRD1 inv	PKA-R1A act	E coli growth	Tat export inh	AddAB inh	OPRM1-OPRD1 ag	phage Ecoli inh	HTR5A inv ctr	Mot1-301 SUMO
Listed for COc1ccc(/C=C/C(=O)NC(=S)NCC2CCCO2)cc1 (stereo not drawn) → -20	-31	4	-4	3.0	10	1.2	-0.8	3.8	8	·
Listed for COc1ccc(C(C)(C)C)cc1NC(=O)CCN1C(=O)C2CCCCC2C1=O (stereo not drawn) → 2	4	-14	-6	-1.9	-4	0.5	3.5	-2.1	-13	-29

(further entries)
SMILES	PKA-R2B activ	PfHsp90 set2	OPRM1-OPRD1 inv	PKA-R1A act	E coli growth	Tat export inh	AddAB inh	OPRM1-OPRD1 ag	phage Ecoli inh	HTR5A inv ctr	Mot1-301 SUMO
CCN(CC(=O)Nc1ccc(NC(C)=O)cc1)C(=O)c1cc(-c2ccccc2)nn1-c1ccccc1	-5	2	2	-9	-1.5	-12	0.6	-0.4	2.2	3	-14
CCOC(=O)C1CCCN(c2c(N3CCN(C4CCCCC4)CC3)c(=O)c2=O)C1 (stereo not drawn)	-3	2	-25	5	0.1	?	0.4	4.5	1.1	-9	-1
COc1ccc(N2CCN(c3cc(=O)n(Cc4ccc(F)cc4)c(=O)[nH]3)CC2)cc1	-11	25	6	-13	0.3	4	2.6	-1.2	0.5	5	-7
CC1CCCN(C(=O)Cn2c(=O)oc3cc(S(=O)(=O)N4CCCCC4)ccc32)C1 (stereo not drawn)	-5	14	11	-13	2.5	2	-0.4	-1.9	0.7	14	269
Cc1ccc(C(C)n2cc(C(=O)NCc3ccccn3)nn2)cc1 (stereo not drawn)	-6	-22	12	-10	0.0	4	-1.8	-2.3	0.5	-7	127
Nc1cc(=O)[nH]c(SCC(=O)Nc2cc(S(=O)(=O)N3CCCCC3)ccc2Cl)n1	-1	6	1	-5	-1.2	-1	2.6	-0.3	1.6	-7	-2
COc1ccc(C(=O)c2ccc(N(C)C)cc2)c(OC)c1	9	-12	12	-6	-3.1	0	-3.5	-2.2	0.1	2	-3
CCCCc1ccc(NC(=O)CSc2nc3ncccc3[nH]2)cc1	4	-33	-22	-9	2.3	-10	4.2	4.4	4.7	-10	20
CCOC(=O)c1csc(NC(=O)CSc2nnnn2-c2ccc(OC)cc2)n1	-5	1	-12	-1	0.5	-5	0.2	1.9	2.3	-11	4
CC(c1ccccc1F)n1cc(C(=O)NCCc2ccco2)nn1 (stereo not drawn)	-6	2	4	6	1.1	-6	-0.9	-0.7	1.4	7	·
COc1cccc(N2CCN(C(=O)CCC(=O)N3CCOc4ccc(C)cc43)CC2)c1	7	-68	-2	-4	-1.6	2	-1.0	0.3	3.5	-23	12

Assay outcomes as filed in PubChem.
